Keap1-Nrf2 PPI = inhibitors of human Keap1-Nrf2 protein-protein interaction; Q14145; Keap1 Kelch-Nrf2 peptide fluorescence polarization, 1536-well; inhibition, % at 9.4 µM; 340,000 compounds, 0.15% hits; in the data active = inhibition above about 12%;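 also: human Keap1 Kelch domain with fluorescein labeled Nrf2 9mer peptide probe; 0% = neutral control wells and 100% = peptide positive control; higher means more block of Keap1 binding to Nrf2 peptide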
Target sequence (Q14145 whole entry, looked up, the tested form may be a part): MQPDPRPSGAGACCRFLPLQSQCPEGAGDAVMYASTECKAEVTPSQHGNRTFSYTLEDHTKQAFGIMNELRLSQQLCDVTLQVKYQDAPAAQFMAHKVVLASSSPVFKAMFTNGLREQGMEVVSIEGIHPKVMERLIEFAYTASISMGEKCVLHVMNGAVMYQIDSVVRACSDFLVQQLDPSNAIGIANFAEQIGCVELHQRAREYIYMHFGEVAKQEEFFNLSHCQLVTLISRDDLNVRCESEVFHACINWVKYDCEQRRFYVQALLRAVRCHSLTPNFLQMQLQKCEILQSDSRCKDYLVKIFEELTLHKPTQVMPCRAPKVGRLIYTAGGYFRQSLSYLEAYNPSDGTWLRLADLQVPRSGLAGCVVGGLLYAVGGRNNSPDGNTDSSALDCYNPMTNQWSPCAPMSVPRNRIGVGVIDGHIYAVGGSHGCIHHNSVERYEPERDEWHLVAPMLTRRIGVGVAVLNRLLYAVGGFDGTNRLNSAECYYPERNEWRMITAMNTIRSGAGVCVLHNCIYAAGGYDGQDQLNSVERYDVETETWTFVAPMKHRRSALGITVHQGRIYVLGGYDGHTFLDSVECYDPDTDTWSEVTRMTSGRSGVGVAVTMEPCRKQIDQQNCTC
cardiac RTF act = cardiac RTF calcium sensitization | 340,000 compounds, 0.24% hits | AID 493008 | activation, % at 7.2 µM | IANBD-labeled TnC RTF fluorescence at EC20 calcium; 0% EC20 calcium, 100% full calcium;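 active = activation above the mean over all tested compounds plus 3 SD, cut at about 30% in these data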;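 also: rise in fluorescence read as greater calcium sensitivity of cardiac thin filaments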
Wnt act = activators of Wnt/beta-catenin signaling; Wnt/beta-catenin reporter cell assay, activator, plate reader; activation, % at 9.35 µM; 300,000 compounds, 1.2% hits; AID 743398; in the data active = activation above about 30%, passing the limit was not always enough;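 also: 0% = neutral control wells and 100% = positive control wells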
Arrestin-AP2 inh = inhibitors of human beta-arrestin and AP2 interaction; 340,000 compounds, 0.31% hits; inhibition, % at 10 µM; AID 504490; FITC-arrestin peptide / GST-AP2 beads, flow cytometry; AP2 beta2 appendage carries R879A mutation;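 active = inhibition above a set limit, near 3 SD of compounds lacking own fluorescence, cut at about 54% in these data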;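 also: plate controls were DMSO wells for no effect and 5 µM unlabelled arrestin peptide for full effect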
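System: GST-AP2 R879A glutathione beads; medium: PBS, Tween 20 0.05%, BSA 0.1%; reagent: fluorescein-tagged arrestin peptide at 50 nM final; schedule: pre-incubation 12 min, peptide binding 1 h, room temperature; detection: flow cytometry, FL1 (488/535 nm); read-out: inhibition as reduced fluorescein signal on beads, percent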
V-ATPase pHluor = regulators of yeast V-ATPase proton transport; S. cerevisiae, pHLuorin cytosolic pH fluorescence; response, % at 10 µM; 350,000 compounds, 0.37% hits; in the data active = response mostly above about 7.3%, no sharp cut-off; inactive = mostly below about 5.4%; also: actives read high; inactives centre near 0; some compounds called inactive have numbers as strong as hits; reference of the scale not given here
OPRM1-OPRD1 ag = agonists of human mu-delta opioid receptor heterodimerization; P35372+P41143; cells, OPRM1-OPRD1 heterodimerization, luminescence; activation, % at 9.3 µM; 340,000 compounds, 0.3% hits; AID 504326; in the data active = activation above about 18%;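 also: 0% = vehicle-treated cells and 100% = reference agonist; values of inactives mirror those of a sister screen read the other way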
MOR-DOR inv ag = mu-delta opioid heterodimer inverse agonism | AID 504357 | P35372+P41143 | cell-based MOR-DOR heterodimer luminescence | inhibition, % at 9.3 µM | 340,000 compounds, 0.21% hits; in the data active = inhibition above about 22%, passing the limit was not always enough;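 also: 0% = cells with DMSO and 100% = wells without cells with DMSO; values of inactives mirror those of a sister screen read the other way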
DSG3 Ab inh = blocks pemphigus antibody binding to human desmoglein-3; binding (percent of control), % at 10 µM; DSG3-coupled beads, scFv-anti-DSG3-GFP binding, flow cytometry; stronger effect = lower value; 310,000 compounds, 0.48% hits;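 active = binding more than 3 SD below its plate's average and above zero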; also: some compounds called inactive have numbers as strong as hits
LANA DNA inh = KSHV C-LANA DNA binding inhibition; inhibition, % at 9 µM; MBP-C-LANA/FAM-LBS DNA binding, fluorescence polarization; 340,000 compounds, 0.078% hits;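 active = highest replicate inhibition at or above 60% at 9 µM, even if other replicates fall short; inactive = all replicates below 60% inhibition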;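 also: 0% = neutral control wells and 100% = 4 µM acridine orange control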
RTF Ca sens inh = cardiac RTF calcium desensitization | P19429+P45379 | IANBD-labeled cardiac RTF, Ca2+ fluorescence | inhibition, % at 7.15 µM | 340,000 compounds, 0.12% hits;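 active = inhibition above the mean inhibition of all tested compounds plus 3 SD, cut at about 17% in these data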;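 also: assay run at fixed EC70 calcium of 1.6 mM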
Starred values were filed as active, the others as inactive; . = no result given.

SMILES	Keap1-Nrf2 PPI	cardiac RTF act	Wnt act	Arrestin-AP2 inh	V-ATPase pHluor	OPRM1-OPRD1 ag	MOR-DOR inv ag	DSG3 Ab inh	LANA DNA inh	RTF Ca sens inh
Cc1ccc2c(CN(C)Cc3cccc(F)c3)cc(=O)oc2c1C	-1	0	6	6	-1	2.4	-11	104	-0.2	-4
O=C(N/N=C/c1ccc(O)cc1)c1cc(-c2ccc3c(c2)OCO3)n[nH]1	-3	-3	0	1	-1	-0.3	1	97	0.5	-1
CC(C)CNCC1OCc2ccccc2CO1	1	-1	1	4	0	-1.9	10	90	-0.3	3
Cc1ccc(-c2noc(CN(C)C(=O)Nc3ccc(F)cc3)n2)cc1	1	-5	1	.	4	-0.4	3	104	-0.8	9
COc1ccccc1-c1nnc2n1N=C(C)CS2	3	-3	.	11	-6	0.2	-1	103	-0.1	-7
COc1cc(OC)c(OC)cc1/C=N/NC(=S)NCC1CCCO1 (stereo not drawn)	-2	-3	.	-4	0	-2.9	15	.	-0.3	5
COc1ccccc1C1CCN(C(=O)c2ccco2)CC1	2	5	-2	26	1	-1.4	7	116	-1.7	-9
COc1cc2[nH]c(=S)nc(NCc3ccccc3)c2cc1OC	2	2	0	-10	-4	-0.8	3	99	-0.3	-2
O=C(CN1C(=O)S/C(=C\C=C\c2ccccc2)C1=O)N1CCCCC1	-2	-2	.	-3	-2	-2.5	13	99	0.3	2
CN(Cc1ccccc1)C(=O)c1ccc(NC(=O)Cc2ccc(NC(=O)C3CCN(C(=O)c4ccccc4)CC3)cc2)cc1	-1	1	-2	12	1	-0.9	4	98	1.1	-13
COCCn1c(/C=C/c2ccccc2)nc2ccccc21	0	8	13	30	3	-0.4	2	115	0.2	-4
CCN(CC(=O)NC(C)C)C(=O)C(CCSC)NC(=O)c1ccccc1OC (stereo not drawn)	1	3	-1	0	4	-1.3	7	102	-0.4	-2
CCN(CC)C(=O)c1ccccc1NC(=O)CN1C(=O)c2ccccc2S1(=O)=O	-3	1	-1	-19	2	0.6	-3	102	0.7	-5
COc1cccc(N2C(=O)CC(N3CCN(S(=O)(=O)c4ccccc4[N+](=O)[O-])CC3)C2=O)c1 (stereo not drawn)	0	-2	-3	-1	1	-3.2	17	101	0.5	-1
Cc1onc(-c2ccccc2Cl)c1C(=O)N[C@@H](C)c1ccccc1	.	.	-1	3	-1	.	.	104	.	.
COCCNC(=O)CN(C(=O)Cn1nnc2ccccc21)c1cc(C)cc(C)c1	-3	1	0	5	-1	0.5	-3	97	0.8	4
O=S(=O)(NCc1csc(-c2cccs2)n1)c1cccs1	-2	-2	1	9	2	-1.8	9	104	0.5	1
Cc1nc(C)c(C(=O)NNS(=O)(=O)c2ccc([N+](=O)[O-])cc2)s1	-2	-7	-2	-4	4	1.2	-9	99	0.3	-1
CCN(C(=O)CSc1nnc(-c2cccs2)o1)C1CCS(=O)(=O)C1 (stereo not drawn)	5	2	0	0	-4	-3.2	15	94	-2.2	3
O=S(=O)(/C=C/c1ccccc1)N1CCc2ccccc2C1	-1	17	0	-4	0	2.3	-10	.	2.0	-29
O=c1oc2ccccc2c(Nc2ccc3ncccc3c2)c1[N+](=O)[O-]	1	3	2	-2	-1	-1.9	9	.	1.2	3
CCCNC(=O)CN(CCc1ccccc1)S(C)(=O)=O	-3	0	.	2	1	-1.8	10	96	-1.1	-6
CCN(CC)S(=O)(=O)c1cccc(-c2nnc(SC(C)C(N)=O)n2CCc2ccccc2)c1 (stereo not drawn)	2	-1	-1	-7	-1	-0.9	4	.	-0.4	-3
CC(C)Cc1nnc(NC(=O)CCC(=O)N2CCOCC2)s1	0	-1	.	2	-1	-1.8	11	96	-2.8	-4
CN(C)S(=O)(=O)N1CCC(n2nccc2NC(=O)CCCc2ccccc2)CC1	1	2	-1	-12	-2	-1.7	9	93	0.1	-5

Nine compounds already listed, sorted by heavy-atom count, highest first.
SMILES	Keap1-Nrf2 PPI	cardiac RTF act	Wnt act	Arrestin-AP2 inh	V-ATPase pHluor	OPRM1-OPRD1 ag	MOR-DOR inv ag	DSG3 Ab inh	LANA DNA inh	RTF Ca sens inh
COc1cccc(N2C(=O)CC(N3CCN(S(=O)(=O)c4ccccc4[N+](=O)[O-])CC3)C2=O)c1 (stereo not drawn)	0	-2	-3	-1	1	-3.2	17	101	0.5	-1
CN(C)S(=O)(=O)N1CCC(n2nccc2NC(=O)CCCc2ccccc2)CC1	1	2	-1	-12	-2	-1.7	9	93	0.1	-5
O=c1oc2ccccc2c(Nc2ccc3ncccc3c2)c1[N+](=O)[O-]	1	3	2	-2	-1	-1.9	9	.	1.2	3
CCN(C(=O)CSc1nnc(-c2cccs2)o1)C1CCS(=O)(=O)C1 (stereo not drawn)	5	2	0	0	-4	-3.2	15	94	-2.2	3
COc1cc2[nH]c(=S)nc(NCc3ccccc3)c2cc1OC	2	2	0	-10	-4	-0.8	3	99	-0.3	-2
CC(C)Cc1nnc(NC(=O)CCC(=O)N2CCOCC2)s1	0	-1	.	2	-1	-1.8	11	96	-2.8	-4
COc1ccccc1C1CCN(C(=O)c2ccco2)CC1	2	5	-2	26	1	-1.4	7	116	-1.7	-9
O=S(=O)(NCc1csc(-c2cccs2)n1)c1cccs1	-2	-2	1	9	2	-1.8	9	104	0.5	1
COc1ccccc1-c1nnc2n1N=C(C)CS2	3	-3	.	11	-6	0.2	-1	103	-0.1	-7

Other records follow.
SMILES	Keap1-Nrf2 PPI	cardiac RTF act	Wnt act	Arrestin-AP2 inh	V-ATPase pHluor	OPRM1-OPRD1 ag	MOR-DOR inv ag	DSG3 Ab inh	LANA DNA inh	RTF Ca sens inh
COc1ccc(NS(=O)(=O)c2cccc(C(=O)NNC(=O)CNC(=O)c3ccco3)c2)cc1	-5	-3	0	-14	3	-2.6	9	116	1.3	0
O=C(CN1C(=O)NC2(CCCCCC2)C1=O)NC1CC1	-7	0	-1	8	0	3.2	-15	101	1.6	-3
C[C@@H]1CCC[C@H](C)N1NC(=O)c1ccc(Cl)c(S(N)(=O)=O)c1	3	0	-5	-4	-2	-0.9	5	89	-1.4	2
CC1=NN(C(=O)c2ccc(Br)cc2)C(O)(C(F)(F)OC(F)(F)F)C1 (stereo not drawn)	-2	-1	-1	-12	-2	8.4	-51	109	-1.2	2
O=C(CSc1cn(Cc2ccccc2)c2ccccc12)NCc1ccc(F)cc1	0	4	-9	-8	-2	5.1	-28	89	1.0	-1
O=S(=O)(c1ccc(F)cc1)N1CCc2ccccc21	-13	8	-1	2	1	2.0	-10	133	-9.7	-12
CCC(C)C(NC(=O)C1CCC(C)CC1)C(=O)NC(CCSC)C(=O)OC (stereo not drawn)	2	1	-5	13	-6	-0.8	5	100	2.0	18*
Cc1ccc2c(c1)C(=O)C(=O)N2Cc1ccccc1	-4	-6	-22	-4	0	-6.2	38*	103	-2.6	2
CN(C)S(=O)(=O)c1ccc(N2CCCC2)c(C(=O)N2CCN(S(=O)(=O)c3ccccc3F)CC2)c1	0	0	-10	7	-2	-3.6	19	.	0.7	-1
O=C(OCCOCCN=C1NS(=O)(=O)c2ccccc21)c1ccc(F)cc1	0	-3	2	11	-6	-0.1	1	48*	-0.3	-6
O=C1C2=C(NC(=S)NC2c2ccc(Cl)cc2)NC(c2ccc(Cl)cc2)N1c1ccc(Cl)cc1 (stereo not drawn)	-3	-6	-6	16	-2	3.5	-21	.	-1.5	-8
Cc1cccc(NC(=O)c2cccc(N3C(=O)C4CCC(C)CC4C3=O)c2)c1C (stereo not drawn)	1	0	0	19	-1	-1.6	8	102	0.5	4
COc1ccccc1N(C)S(=O)(=O)c1ccc(C(=O)OCC(=O)N(C(C)C)C(C)C)cc1	1	0	-2	3	-8	-1.8	9	119	-0.6	-1
COc1ccc(NC(=O)C(=O)NCCCO)cc1Cl	-1	-4	-6	4	1	-2.5	13	104	-0.3	-30
CCOC(=O)c1ccc(NC(=O)c2ccc[n+]([O-])c2)cc1	1	14	0	24	-1	-1.9	13	92	0.9	-1
COC(=O)C1CCN(C(=O)Cc2c(OC)ccc3cc(Br)ccc23)CC1	-9	0	0	7	-4	0.0	0	98	0.3	-7
COc1ncnc(NS(=O)(=O)c2ccc(N)cc2)c1OC	-7	5	-3	-3	-5	-0.2	1	.	-1.8	3
Cc1ccc(NC(=O)CSc2nnc(-c3ccccc3Br)o2)cc1C	-1	-4	.	0	-1	3.9	-16	112	-1.0	8
COCCNC(=S)N/N=C(\C)c1ccc(OC(F)F)cc1	-8	1	-2	1	0	-0.1	1	103	0.9	-17
COc1cc(C(=O)NCC(=O)NCC2COc3ccccc3O2)cc(OC)c1OC (stereo not drawn)	-4	-1	1	2	0	-1.4	9	106	0.0	3
O=C(c1ccccc1)N1CCN(C(=S)NCc2ccc3c(c2)OCO3)CC1	-1	-4	-2	-1	-3	-1.3	9	94	-0.9	-8
Cc1ccc(CNC(=O)C2CCC(=O)N(Cc3ccc(Cl)cc3)C2)cc1F (stereo not drawn)	2	0	1	7	2	-2.3	13	101	-0.4	-5
Cc1ccc(-c2csc(/C(C#N)=C(\O)CN3CCN(C(=O)c4ccco4)CC3)n2)cc1	0	5	.	2	-2	-0.3	1	103	4.2	-2
COc1ccc(CCNC(=O)c2ccc3c(c2)SC2=NS(=O)(=O)CCN23)cc1	-2	2	2	-9	0	-1.5	8	89	-0.3	-2
COc1ccc(NC(=O)C2CCN(C(=O)Cc3ccccc3)CC2)cc1OC	3	4	-1	10	-1	1.1	-5	104	-0.6	-3

The listing continues:
SMILES	Keap1-Nrf2 PPI	cardiac RTF act	Wnt act	Arrestin-AP2 inh	V-ATPase pHluor	OPRM1-OPRD1 ag	MOR-DOR inv ag	DSG3 Ab inh	LANA DNA inh	RTF Ca sens inh
Cc1cc2ncn(C3CC(O)C(CO)O3)c2cc1C (stereo not drawn)	-1	-2	0	-22	1	-3.6	17	116	-1.2	-2
O=C1Nc2ccc(S(=O)(=O)NCCC3=CCCCC3)c3cccc1c23	-2	-8	.	-1	1	-0.2	1	98	0.3	-10
CCn1c(SCC(=O)Nc2ccc(S(N)(=O)=O)cc2)nnc1-c1cccc(OC)c1	-1	1	.	5	-2	-1.6	9	110	-0.3	1
Cc1ccc(NC(=O)Nc2ccccc2F)cc1S(=O)(=O)N1CCOCC1	-3	6	1	-5	4	1.1	-4	.	-1.7	1
COc1ccc(NC(=O)C(=O)NNC(=O)c2cccs2)cc1	2	3	9	37	-3	-3.6	18	100	-0.2	-4
C(=N\Nc1nc(N2CCCCCC2)nc(N2CCCCCC2)n1)/c1ccccc1	-3	0	-2	6	-1	1.8	-12	106	-1.7	-2

Screening results: PubChem, several laboratories
